SUMO Mot1 rescue = blocks SUMOylation pathway, rescuing yeast Mot1-301 growth; S. cerevisiae Mot1-301 growth rescue, ATP luminescence, 38.5C; percent above DMSO median, 100 means doubled; growth rescue, % at 18.8 µM; 1% of 320,000 active; AID 2716;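 active means every valid replicate shows activation above 250% relative to neutral control wells; inactive means the rest, any valid replicate at or below 250%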;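 further: OY570 slx delta 5 strain wells were the positive control but not used for scaling; some compounds called inactive have numbers as strong as hits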
Tat transport = E. coli Tat transport inhibition | 0.036% of 340,000 active | E. coli MC4100 TorA-mCherry Tat export, fluorescence | AID 488895 | inhibition, % at 10 µM;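 active means mean replicate inhibition at least 50% and at least half of replicates individually reaching 50%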;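 further: exported cargo escapes ClpAP degradation while cytoplasmic cargo is degraded and loses fluorescence; 0% = median of neutral control wells and 100% = median of NaSCN control wells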
CDK5 p35 inh = inhibitors of human CDK5/p35 kinase; AID 488839; inhibition, % at 10 µM; Recombinant CDK5/p35, ADP-Glo luminescence, 60 min; 0.01% of 330,000 active; Q00535+Q15078;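 active means highest replicate inhibition of at least 50% and at least 75% of replicates reaching 50%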;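 further: plate controls were DMSO neutral control for no effect and GW8510 at 10 µM for full effect; many of its hits are not listed in these tables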
HTR5A inv ctr = HTR5A inverse agonism, opioid heterodimer counter-screen; P47898; HTR5A cell line, luminescence; inhibition, % at 9.3 µM; 0.083% of 340,000 active; in the data active means inhibition mostly above about 23%, no sharp cut-off; inactive means mostly below about 18%;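 further: 0% = cells with DMSO and 100% = no-cell wells with DMSO; some compounds called inactive have numbers as strong as hits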
Target sequence (P47898 whole entry, looked up): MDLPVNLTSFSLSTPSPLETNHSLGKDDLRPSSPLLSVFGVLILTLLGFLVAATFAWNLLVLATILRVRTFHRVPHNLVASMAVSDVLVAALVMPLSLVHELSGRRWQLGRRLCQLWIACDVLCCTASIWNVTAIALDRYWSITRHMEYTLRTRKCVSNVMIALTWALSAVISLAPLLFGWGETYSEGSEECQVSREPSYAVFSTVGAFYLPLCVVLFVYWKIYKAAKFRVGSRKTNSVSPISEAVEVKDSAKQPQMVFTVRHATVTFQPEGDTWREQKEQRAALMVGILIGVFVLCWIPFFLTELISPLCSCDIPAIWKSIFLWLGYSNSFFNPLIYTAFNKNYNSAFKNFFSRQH
PKA-R2B act = activates the human PKA-R2B holoenzyme complex; PKA-R2B holoenzyme dissociation, Cy5-IP20 fluorescence polarization; R2B truncated from residue 108, S112A mutant; 0% DMSO only, 100% 113 µM cGMP; activation, % at 11.4 µM; 0.079% of 340,000 active; AID 504700;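 active means activation above a cutoff set at the mean over all compounds plus 3 SD, cut at about 18% in these data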;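 further: higher means more holoenzyme dissociation and a rise in polarization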
Ecoli viability = bacterial growth inhibition, counter-screen for AddAB inhibitors. E. coli V3065 growth, OD600 absorbance, 18 h. inhibition, % at 11.9 µM. 0.27% of 330,000 active;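 active means inhibition above the campaign's mean inhibition across all tested compounds plus 3 SD, cut at about 9.9% in these data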;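 further: uninfected addAB+ strain grown without phage in ampicillin broth; 0% = DMSO wells and 100% = ciprofloxacin 0.95 µg/ml wells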
PKA-R1A act = PKA-R1A complex activation | 0.083% of 340,000 active | PKA-R1A dissociation, Cy5-IP20 fluorescence polarization; scaled: DMSO 0%, 113 µM cGMP 100% | AID 504707 | P00514+P68181 | activation, % at 11.4 µM;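 active means percent activation above the mean of all tested compounds plus 3 SD, cut at about 19% in these data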;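 further: higher means more PKAc released from R1A so a rise in polarization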
phage Ecoli inh = E. coli growth loss with phage present; growth absorbance; inhibition, % at 11.9 µM; 0.26% of 360,000 active; in the data active means inhibition above about 11%
HTR5A ag = HTR5A agonism, opioid heterodimer counter-screen. AID 504692. HTR5A agonist assay, luminescence, cell-based. activation, % at 9.3 µM. 0.61% of 340,000 active; in the data active means activation mostly above about 9.5%, no sharp cut-off; inactive means mostly below about 7.6%;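 further: 0% = cells with vehicle only and 100% = reference agonist; strong numbers were not always called active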
AddAB inh = less growth of phage-infected E. coli with AddAB; E. coli expressing H. pylori AddAB, absorbance growth; inhibition, % at 11.9 µM; 0.29% of 330,000 active; AID 435030; in the data active means inhibition above about 12%;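 further: 0% = vehicle wells of infected cells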
DAGLB inhibitor = blocks human DAGLB lipase activity; HEK293T DAGLB membrane lysate, EnzChek fluorogenic substrate; inhibition, % at 5.17 µM; 0.059% of 340,000 active; in the data active means inhibition above about 34%;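 further: 0% = enzyme with vehicle and 100% = wells lacking enzyme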
Target sequence (Q8NCG7 whole entry, looked up): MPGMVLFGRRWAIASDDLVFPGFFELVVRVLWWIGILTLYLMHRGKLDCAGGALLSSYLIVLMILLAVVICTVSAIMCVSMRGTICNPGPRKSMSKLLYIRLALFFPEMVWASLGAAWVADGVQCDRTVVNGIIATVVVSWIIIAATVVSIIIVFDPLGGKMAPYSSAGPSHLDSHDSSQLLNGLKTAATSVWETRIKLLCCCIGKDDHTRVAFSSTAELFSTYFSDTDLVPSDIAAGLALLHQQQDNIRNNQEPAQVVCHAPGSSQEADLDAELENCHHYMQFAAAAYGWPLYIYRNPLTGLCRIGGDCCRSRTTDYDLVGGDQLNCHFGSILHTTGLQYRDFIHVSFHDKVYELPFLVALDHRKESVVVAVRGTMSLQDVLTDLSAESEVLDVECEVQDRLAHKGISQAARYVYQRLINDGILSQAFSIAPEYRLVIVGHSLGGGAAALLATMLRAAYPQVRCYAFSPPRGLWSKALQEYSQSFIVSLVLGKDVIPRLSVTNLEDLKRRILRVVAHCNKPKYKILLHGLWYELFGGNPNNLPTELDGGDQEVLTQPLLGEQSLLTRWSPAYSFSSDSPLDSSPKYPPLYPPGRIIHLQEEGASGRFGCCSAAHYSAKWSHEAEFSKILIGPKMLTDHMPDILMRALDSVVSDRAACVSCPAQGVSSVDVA
* hit, by the source's call; nt = no result given.

SMILES | SUMO Mot1 rescue | Tat transport | CDK5 p35 inh | HTR5A inv ctr | PKA-R2B act | Ecoli viability | PKA-R1A act | phage Ecoli inh | HTR5A ag | AddAB inh | DAGLB inhibitor
Cc1nnc(NC(=O)c2nc(S(=O)(=O)Cc3ccccc3)ncc2Cl)s1 | nt | -1.1 | -3.4 | -40.6 | -1.4 | -2.7 | 2.6 | 0.0 | 10.0* | 1.4 | 0.7
COc1ccc2oc(=O)c(C(=O)NC(C)c3ccccc3)cc2c1 (stereo not drawn) | 43.6 | -1.2 | -0.5 | -22.8 | -2.1 | -1.3 | -5.7 | 2.7 | -3.3 | 0.8 | -3.3
CCC(Oc1ccccc1)C(=O)Nc1ccccc1OC (stereo not drawn) | 24.0 | -2.7 | 2.4 | -10.4 | -17.2 | 1.2 | -1.4 | 2.5 | 1.9 | 1.5 | -6.6
Cc1ccnc(NS(=O)(=O)c2ccc(NC(=O)C3CC=CCC3C(=O)O)cc2)n1 (stereo not drawn) | 8.2 | -4.2 | 1.6 | 6.1 | 0.7 | 0.7 | 7.2 | 1.9 | 1.4 | 0.5 | -0.3
COc1ccc(NC(=O)CCCn2cnc3ccccc3c2=O)c(OC)c1 | 282.5 | -7.6 | 0.3 | 2.4 | -0.3 | 0.2 | 4.6 | 0.7 | -0.6 | 1.2 | 3.5
CC1=NN(C(=O)c2ccc(Cn3nc(C)c(Br)c3C)cc2)C(O)(C(F)(F)F)C1 (stereo not drawn) | -6.0 | 3.4 | 0.9 | 1.9 | -2.5 | 0.2 | -1.7 | 5.0 | 0.0 | 2.3 | -3.1
N#CC1=C(N)Oc2nc(-c3ccccc3)[nH]c2C1c1cccnc1 (stereo not drawn) | -8.1 | 2.2 | -1.2 | -23.3 | 0.5 | 0.3 | -14.2 | 3.0 | -3.7 | 3.0 | 1.2
COCCNC(=O)C(c1cccs1)N(Cc1ccccc1)C(=O)Cn1nnc2ccccc21 (stereo not drawn) | 283.8* | 1.6 | -0.9 | -17.1 | 0.7 | -1.6 | -6.5 | 4.6 | 5.5 | 0.5 | 0.4
COc1cc(C(=O)NCc2nnc(SCC(=O)N3CCCc4ccccc43)o2)cc(OC)c1OC | -4.6 | -9.6 | -7.4 | -13.1 | -1.2 | -0.3 | 4.2 | 2.5 | 5.3 | -0.3 | 1.9
O=C(Cc1ccc(Cl)cc1)Nc1cc(S(=O)(=O)N2CCOCC2)ccc1N1CCCC1 | 31.6 | -0.3 | 2.5 | -13.5 | -3.7 | -1.1 | -3.8 | 1.9 | -1.3 | 0.2 | -1.6
CC(C)(C)OC(=O)NCCC(=O)N/N=C/c1ccc2ncccc2c1 | -16.3 | -5.8 | 2.3 | -7.1 | -9.4 | 0.0 | -12.8 | 4.1 | -4.8 | 2.4 | -2.0
COc1ccc(C2CC(C(F)(F)F)n3nc(CO)c(Cl)c3N2)cc1OC (stereo not drawn) | 184.4 | 5.8 | 2.8 | -14.8 | 2.4 | -1.4 | 7.5 | 2.6 | 6.2 | 0.8 | 0.4
Cc1ccc(C(=O)CN2CCC(NC(=O)C3CCCCC3)CC2)cc1 | 444.5 | 1.4 | -2.2 | 13.8 | 0.1 | -0.2 | 0.7 | 4.0 | -2.5 | 5.4 | 1.2
CCN(C(=O)CCC(=O)N(CC)c1ccccc1)c1ccccc1 | 2.3 | 3.9 | -0.5 | 19.4 | 15.2 | 0.5 | 0.4 | 1.8 | 0.5 | 2.8 | 0.3
C[C@H]1CN([C@@H](C)CO)C(=O)Cc2cc(NC(=O)CCN3CCOCC3)ccc2O[C@@H]1CN(C)Cc1ccc(Oc2ccccc2)cc1 | -6.6 | 18.8 | 2.6 | 3.2 | -2.3 | -3.4 | 2.8 | 0.7 | -0.9 | -0.2 | 0.5
CCN(CC)CCc1nc(-c2ccccc2)no1 | 19.3 | -5.1 | -3.5 | -12.1 | 6.7 | 2.9 | -6.0 | 4.2 | 3.4 | -0.6 | 2.8
COCCNc1oc(/C=C/c2ccccc2)nc1C#N | 10.8 | -2.2 | -0.5 | 16.9 | -2.5 | 3.4 | -3.9 | 0.9 | 2.0 | 2.1 | -2.2
COc1cc2nc(CN3CCN(S(=O)(=O)c4ccc(Br)cc4)CC3)[nH]c(=O)c2cc1OC | -12.9 | 4.5 | -0.1 | -23.2 | -11.1 | -1.0 | 6.9 | 1.9 | 9.4 | -2.4 | -0.7
Cn1c(N)c(C(=O)COC(=O)c2ccccc2C(=O)c2ccc(Cl)cc2)c(=O)n(C)c1=O | 0.0 | 7.5 | 0.5 | 9.3 | 4.1 | 0.4 | 6.6 | 3.2 | -2.6 | 1.2 | -3.1
CC(=O)Nc1ccc(S(=O)(=O)NC2=NCN(CCOC(=O)c3ccccc3)CN2)cc1 | nt | -1.5 | 0.3 | -19.5 | -14.9 | 1.5 | -8.0 | 2.1 | 8.0 | 2.0 | 3.6
Cc1c(Br)ccc(NC(=O)CCN2C(=O)C3C4CCC(C4)C3C2=O)c1C (stereo not drawn) | -13.4 | 1.4 | 2.0 | -2.6 | 6.8 | -0.1 | 11.4 | 2.8 | 1.0 | -1.2 | -0.7
COC(=O)[C@H](C(C)C)N(Cc1ccccc1)S(=O)(=O)CCNC1CCCC1 | nt | 36.7 | -5.0 | 0.0 | -11.9 | 1.1 | -10.3 | 3.2 | 0.0 | -1.2 | -0.3
O=C(CN(C(=O)CCC(=O)Nc1nccs1)c1ccc(F)c(Cl)c1)NCc1ccco1 | -9.3 | -0.4 | -3.3 | 6.3 | -8.0 | 0.5 | -3.6 | 0.6 | -3.7 | 3.9 | -5.6
C/C(=N\NC(N)=O)C1CC(Cc2ccccc2)C(=O)O1 (stereo not drawn) | -13.3 | 3.0 | -0.5 | -0.7 | 1.1 | nt | 1.6 | -1.6 | -0.1 | nt | -0.9
Nc1ncnc(Nc2cccc(C(F)(F)F)c2)n1 | -0.9 | 2.0 | 4.7 | -20.1 | -6.7 | 2.2 | -7.1 | 4.9 | -0.2 | -0.1 | -0.2
Nc1ccc(C(=O)N2CCCC2)cc1CS(=O)(=O)c1ccc(Cl)cc1 | 6.8 | -3.3 | -0.9 | -5.6 | 0.3 | 0.2 | 2.3 | 1.4 | 2.0 | 1.0 | 0.3
COc1ccccc1NC(=O)Cc1noc(CSc2nnc(C)s2)n1 | 3.6 | 6.0 | 0.9 | -2.9 | -12.4 | 0.2 | -10.1 | 3.3 | 1.7 | 1.8 | 2.1
Cc1nn(Cc2c(F)c(F)c(F)c(F)c2F)c(C)c1NC(=O)c1ccc(COc2ccc(Cl)cc2Cl)o1 | -6.1 | 5.2 | 0.6 | 3.4 | -5.3 | -1.2 | 2.8 | 3.1 | 5.9 | 3.6 | -4.9
CC(OC(=O)c1ccccc1C(=O)N(C)Cc1ccccc1)C(=O)NC1(C#N)CCCCC1 (stereo not drawn) | nt | -4.0 | -0.9 | -9.5 | 5.1 | nt | -5.2 | 1.0 | -1.6 | nt | -1.8
O=C(NC1CC1)c1ccc(COc2ccc(F)cc2)o1 | 2.0 | -2.2 | 0.3 | -8.1 | -4.0 | 0.8 | 2.3 | 1.3 | 2.9 | 1.9 | -5.8
CC(C)Sc1nnc(Cn2c(=O)sc3ccccc32)n1-c1ccccc1 | -12.4 | -10.5 | -0.8 | 9.3 | 3.8 | 1.7 | -3.1 | 2.4 | -3.4 | 2.7 | 1.4
OCCCN=C1CCCc2c1[nH]c1ccc(Cl)cc21 | 6.1 | -2.5 | 3.5 | -11.3 | 0.7 | 2.1 | 2.1 | 3.9 | 4.9 | 1.1 | -0.6
CCN(c1ccc(NC(=O)c2ccc(N3CCCC3=O)cc2)cc1)C(C)C | 350.8 | 1.2 | 2.3 | 15.1 | 4.3 | 2.0 | -1.9 | -0.8 | 2.5 | 0.2 | 5.0
Cc1ccc2c(NC(=S)NC(=O)c3ccccc3)cccc2n1 | 5.8 | 7.9 | 0.4 | 16.1 | 1.9 | -0.8 | -7.9 | -2.1 | 4.7 | 3.9 | -2.4
NC(=O)CSc1ncnc2c1nnn2Cc1ccc(F)cc1 | -3.3 | -1.0 | 0.6 | 29.9 | -0.4 | 0.0 | -7.8 | -1.8 | -1.1 | 0.0 | 0.9
O=C1CCCCC/C1=N/Nc1ccc(OCc2ccccc2)cc1 | 167.6 | -8.9 | 3.6 | -1.7 | -15.4 | -0.8 | -5.8 | 2.0 | -1.8 | 2.0 | 2.0
CC(/C=N/NC(=O)c1nnn(-c2nonc2N)c1CN1CCCCC1)c1ccccc1 (stereo not drawn) | 187.0 | 3.2 | -0.5 | -1.2 | 13.2 | -2.7 | 3.0 | 0.6 | 0.5 | 4.1 | 1.1
CCOC(=O)N1CCN(C(c2cccnc2)c2ccc3cccnc3c2O)CC1 (stereo not drawn) | 22.7 | 29.5 | 2.6 | -2.5 | -3.5 | 0.2 | -19.5 | 6.4 | -0.7 | 1.9 | 9.5
CCCc1nc2oc3c(OCC)ncnc3c2c2c1COC(C)(C)C2 | -11.8 | -3.5 | -1.6 | 8.4 | -6.1 | 0.8 | -16.5 | 2.3 | 4.6 | -1.0 | -5.9
COCCn1c(SCC(=O)Nc2nnc(C)s2)nnc1-c1ccncc1 | nt | 0.4 | -1.0 | -1.1 | -4.9 | -1.9 | -7.1 | -0.2 | -1.6 | 1.9 | 0.0
CCOC(=O)[C@H]1[C@H]2COc3ccc(Cl)cc3[C@@H]2N2C(=O)c3ccccc3NC(=O)[C@@]12C | 24.2 | -2.9 | -1.2 | 4.9 | 0.0 | 2.2 | -1.4 | 4.0 | -3.6 | 4.7 | 0.9
CC1Cc2ccccc2N1C(=O)COC(=O)Cn1nnc(-c2ccccc2)n1 (stereo not drawn) | 132.0 | -3.9 | 1.6 | 19.8 | -6.9 | -1.9 | -9.0 | 0.7 | -7.8 | -0.6 | -1.9
N#CCC(=O)NC1CCC(CC2CCC(NC(=O)CC#N)CC2)CC1 (stereo not drawn) | 11.6 | 0.3 | -0.2 | -12.4 | -7.7 | 1.4 | -8.5 | 2.4 | -3.0 | 0.4 | -2.0
Cc1cnc(NC(=O)C2CC=CCC2)s1 (stereo not drawn) | -5.2 | -9.8 | 1.1 | 14.9 | 8.3 | 0.4 | -1.0 | 4.0 | -5.6 | 3.0 | 1.8
Cc1ccccc1NC(=O)C1CCN(S(=O)(=O)c2cccs2)CC1 | 6.0 | 5.2 | 2.6 | 3.3 | -1.9 | 5.7 | -1.4 | 3.3 | -1.2 | 4.4 | 0.4
O=C(COc1ccccc1Br)NCc1ccccn1 | 9.7 | -7.5 | -1.7 | -11.6 | -13.7 | -0.7 | -10.5 | 2.2 | 3.0 | 0.9 | 1.2

Assay outcomes deposited in PubChem BioAssay by several laboratories.

An unsorted share of the library. About 2.3% of those tested had a hit in this group.
